Screens as filed in PubChem BioAssay.
DSG3 Ab inh = inhibitors of pemphigus antibody binding to human desmoglein-3 | P32926 | DSG3-coupled beads, scFv-anti-DSG3-GFP binding, flow cytometry; active compounds read low | binding (percent of control), % at 10 µM | 310,000 tested, 0.48% active | AID 588358;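 active = binding more than 3 SD below its plate's average and above zero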;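 note: hits lower antibody fragment binding to DSG3; some compounds called inactive have numbers as strong as hits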
LANA DNA inh = inhibitors of KSHV LANA C-terminal domain DNA binding. inhibition, % at 9 µM. MBP-C-LANA/FAM-LBS DNA binding, fluorescence polarization. 340,000 tested, 0.078% active;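 active = highest replicate inhibition at or above 60% at 9 µM, even if other replicates fall short; inactive = all replicates below 60% inhibition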;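 note: 0% = neutral control wells and 100% = 4 µM acridine orange control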
DAGLB inh = blocks human DAGLB lipase activity; Q8NCG7; HEK293T DAGLB membrane lysate, EnzChek fluorogenic substrate; inhibition, % at 5.17 µM; 340,000 tested, 0.059% active; AID 504411; in the data active = inhibition above about 34%;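 note: 0% = enzyme with vehicle and 100% = wells lacking enzyme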
Target sequence (Q8NCG7 whole entry, looked up): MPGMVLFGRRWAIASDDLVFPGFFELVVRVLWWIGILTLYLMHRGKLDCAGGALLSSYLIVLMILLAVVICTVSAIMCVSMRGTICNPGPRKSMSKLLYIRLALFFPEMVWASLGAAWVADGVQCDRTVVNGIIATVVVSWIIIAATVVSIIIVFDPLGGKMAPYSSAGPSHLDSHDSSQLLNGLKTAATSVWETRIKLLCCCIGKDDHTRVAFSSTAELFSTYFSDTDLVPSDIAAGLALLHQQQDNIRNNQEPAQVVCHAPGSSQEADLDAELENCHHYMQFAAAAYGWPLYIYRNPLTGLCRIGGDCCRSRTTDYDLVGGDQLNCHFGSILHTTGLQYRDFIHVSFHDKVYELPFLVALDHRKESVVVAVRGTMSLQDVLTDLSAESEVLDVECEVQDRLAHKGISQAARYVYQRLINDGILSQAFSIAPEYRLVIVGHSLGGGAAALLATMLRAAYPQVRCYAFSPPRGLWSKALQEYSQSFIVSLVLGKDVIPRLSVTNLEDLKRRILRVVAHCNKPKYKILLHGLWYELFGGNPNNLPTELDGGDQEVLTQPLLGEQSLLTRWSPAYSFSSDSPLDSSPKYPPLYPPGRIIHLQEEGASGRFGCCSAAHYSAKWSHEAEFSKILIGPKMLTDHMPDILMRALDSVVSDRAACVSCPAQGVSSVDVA
V-ATPase pH = alters yeast V-ATPase proton transport; 350,000 tested, 0.37% active; S. cerevisiae, pHLuorin cytosolic pH fluorescence; AID 504577; response, % at 10 µM; in the data active = response mostly above about 7.3%, no sharp cut-off; inactive = mostly below about 5.4%; note: actives read high; inactives centre near 0; some compounds called inactive have numbers as strong as hits
RTF Ca sens inh = cardiac RTF calcium desensitization; P19429+P45379; 340,000 tested, 0.12% active; inhibition, % at 7.15 µM; IANBD-labeled cardiac RTF, Ca2+ fluorescence;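 active = inhibition above the mean inhibition of all tested compounds plus 3 SD, cut at about 17% in these data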;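 note: assay run at fixed EC70 calcium of 1.6 mM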
CAL PDZ FP-1 = human CAL PDZ-peptide interaction inhibition; AID 504414; 330,000 tested, 0.02% active; inhibition, % at 20 µM; purified CAL PDZ, TMR-peptide fluorescence polarization, 1 h; Q9HD26;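 active = highest replicate inhibition of at least 40%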;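 note: plate controls were DMSO neutral control wells for no effect and unlabeled competitor peptide control wells for full effect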
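Read-out basis: mP drop reported as inhibition | Assay system: Tagged CAL PDZ protein CerCALP, purified | Benchmarks: Unlabelled peptide for full inhibition, DMSO wells as neutral | Schedule: 1 h incubation at room temperature before polarization reading | Buffer or medium: Sodium phosphate/NaCl buffer pH 7.4 with TCEP, IgG, Thesit | Doses: Single point, 20 µM | Measured by: Fluorescence polarization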
Keap1 Nrf2 FP = Keap1-Nrf2 (human) interaction inhibition. AID 504523. inhibition, % at 9.4 µM. Keap1 Kelch-Nrf2 peptide fluorescence polarization, 1536-well. Q14145. 340,000 tested, 0.15% active; in the data active = inhibition above about 12%;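 note: human Keap1 Kelch domain with fluorescein labeled Nrf2 9mer peptide probe; 0% = neutral control wells and 100% = peptide positive control; higher means more block of Keap1 binding to Nrf2 peptide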
NSD2 HMT inh = blocks human histone methyltransferase NSD2; AID 743445; NSD2 peptide methylation, AlphaScreen, 120 min; 310,000 tested, 0.54% active; inhibition, % at 12.5 µM; in the data active = inhibition above about 50%
CAL PDZ FP-2 = blocks peptide binding to the human CAL PDZ domain; Q9HD26; purified CAL PDZ, TMR-peptide fluorescence polarization, 1 h; inhibition, % at 24.9 µM; 300,000 tested, 0.92% active; AID 602252;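 active = mean inhibition of at least 30% with at least half of replicates also reaching 30%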;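 note: 0% = DMSO neutral control and 100% = excess unlabeled competitor peptide PRC23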
Arr AP2 block = human beta-arrestin and AP2 interaction inhibition; inhibition, % at 10 µM; FITC-arrestin peptide / GST-AP2 beads, flow cytometry; AP2 beta2 appendage carries R879A mutation; 340,000 tested, 0.31% active;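 active = inhibition above a set limit, near 3 SD of compounds lacking own fluorescence, cut at about 54% in these data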;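 note: plate controls were DMSO wells for no effect and 5 µM unlabelled arrestin peptide for full effect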
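System: GST-AP2 R879A bound to glutathione beads, E. coli-expressed. Also added: 50 nM FITC-arrestin peptide. Schedule: compound with beads 12 min RT, then probe 1 h RT. Signal: bead flow cytometry, FITC channel. Read-out basis: percent response.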
* marks the source's active call; other numbers are inactive results; x = not tested or not shown. This is a subset (hit frequency here may not be typical).

SMILES	DSG3 Ab inh	LANA DNA inh	DAGLB inh	V-ATPase pH	RTF Ca sens inh	CAL PDZ FP-1	Keap1 Nrf2 FP	NSD2 HMT inh	CAL PDZ FP-2	Arr AP2 block
COc1ccc(CCNC(=O)c2cc(C(=O)c3cc(C)ccc3O)cn(CCc3ccc(OC)cc3)c2=O)cc1	103	-1.2	-2	1	-7	0.1	-6	-2	-3	2
COc1ccccc1-n1cc(CN2CCN(C3CCCCC3)C(CCO)C2)cn1 (configuration not stated)	94	8.2	0	-1	-17	-0.2	-5	2	0	1
CCCCCN(C(=O)COC(=O)c1ccc(Br)o1)c1c(N)n(CCCC)c(=O)[nH]c1=O	112	-0.8	3	3	-6	-0.8	-5	0	-1	1
CCC(CC)NC(=O)COC(=O)c1ccc2c(c1)C(=O)N(Cc1ccco1)C2=O	105	-2.1	-5	2	-10	-0.3	-6	-4	-4	2
COC(=O)c1cnc(Oc2ccc(NC(=O)NC(=O)c3c(F)cccc3F)cc2)cc1C(F)(F)F	109	3.1	1	1	1	0.5	-3	-7	-5	0
CCOC(=O)C1CCCN(C(=O)c2cc(-c3ccncc3)nc3ccccc23)C1 (configuration not stated)	102	-1.4	1	-1	-7	-2.3	2	-2	x	-3
COc1cc(NC(=O)CCCNC(=O)Cn2cnc3sc(C)c(C)c3c2=O)cc(OC)c1OC	x	2.7	0	-1	0	-2.0	2	3	0	-4
COC(=O)Cc1[nH]nc2c1C1(C(=O)N(Cc3ccc(Cl)cc3)c3ccccc31)C(C#N)=C(N)O2 (configuration not stated)	96	0.5	-1	-5	-7	x	-6	5	-9	2
O=C(Nc1cccc(S(=O)(=O)N2CCCCC2)c1)C1CC1	104	-0.5	0	4	-10	-1.1	-1	-4	-8	-15
CCC1Sc2ccc(S(=O)(=O)CCC(=O)N3CCc4ccccc43)cc2NC1=O (configuration not stated)	102	-0.2	2	1	-5	-0.7	-6	3	0	-10
CCCN1CNC(=S)N(c2ccccc2OCC)C1	125	1.0	1	1	2	-0.4	3	-3	0	21
COc1cc(/C=N/Nc2nc(C)cc(C)n2)ccc1OC(=O)c1ccco1	97	0.2	-1	-1	-5	-2.0	-1	-2	-5	4
C/C(=N\NC(=O)c1ccncc1)c1ccc(N2CCOCC2)cc1	77	-0.7	-1	-1	3	1.5	-3	-2	-3	5
CCOC(=O)/C(=N\Nc1ccccc1Cl)N(C)C1CCS(=O)(=O)C1 (configuration not stated)	111	-1.9	0	0	-1	0.2	-1	2	x	0
COC(=O)c1c(C)noc1-c1snnc1C	112	x	x	-1	x	x	x	0	x	12
CCC(C)(C)n1nnnc1C(c1ccc(Cl)cc1)N1CCN(C)CC1 (configuration not stated)	105	0.1	-2	-1	0	-0.1	-4	-2	1	8
COc1ccc(C(=O)NC(=S)Nc2ccc(N3CCOCC3)cc2)cc1Cl	x	-1.7	-1	2	-7	-1.2	-2	3	x	4
CCOc1ccccc1N(C(=O)c1ccco1)C(C(=O)NC1CCCC1)c1cccnc1 (configuration not stated)	x	4.4	-1	2	-9	-1.7	1	6	-2	-2
CCCc1nnc2n1N=C(c1ccc(C)cc1)CS2	98	0.7	-3	-3	-1	-3.5	1	-1	-9	-18
Cc1nc([N+](=O)[O-])cn1Cc1cccc([N+](=O)[O-])c1	105	0.2	-2	0	-12	0.1	4	-3	3	14
CCc1cc(=O)oc2c3c(cc(OCC(=O)NCc4ccccn4)c12)OC(C)(C)CC3	99	1.0	-2	3	-4	-3.0	0	x	-11	2
Cc1nn(-c2cc(N3CCCCC3)ccc2N)c(=O)c2ccccc12	96	0.1	2	0	-8	-1.6	0	10	-4	18
CCc1c(C)nc2[nH]nc(-c3ccccc3)n2c1=O	122	1.2	1	-2	-8	x	-2	6	8	-4
Cn1c2ccccc2n2c(=O)cc(-c3ccccc3)c(C#N)c12	112	-3.2	-2	-6	0	-1.1	-2	-3	x	41
C[C@@H](C(=O)Nc1ccc2ccccc2c1)[C@@H]1C[C@@]1(C)[C@@H](N)c1ccccc1	99	-2.3	3	3	-6	-0.7	-1	x	-1	-1

Rewritten as comma-separated lines: entries from further up.
canonical_smiles,DSG3 Ab inh,LANA DNA inh,DAGLB inh,V-ATPase pH,RTF Ca sens inh,CAL PDZ FP-1,Keap1 Nrf2 FP,NSD2 HMT inh,CAL PDZ FP-2,Arr AP2 block
COc1ccc(CCNC(=O)c2cc(C(=O)c3cc(C)ccc3O)cn(CCc3ccc(OC)cc3)c2=O)cc1,103,-1.2,-2,1,-7,0.1,-6,-2,-3,2
COc1ccccc1-n1cc(CN2CCN(C3CCCCC3)C(CCO)C2)cn1 (configuration not stated),94,8.2,0,-1,-17,-0.2,-5,2,0,1

Entries of single compounds, quoted from the list. Order of screens: DSG3 Ab inh | LANA DNA inh | DAGLB inh | V-ATPase pH | RTF Ca sens inh | CAL PDZ FP-1 | Keap1 Nrf2 FP | NSD2 HMT inh | CAL PDZ FP-2 | Arr AP2 block
`COc1ccc(C(=O)NC(=S)Nc2ccc(N3CCOCC3)cc2)cc1Cl` is listed as x | -1.7 | -1 | 2 | -7 | -1.2 | -2 | 3 | x | 4
`C[C@@H](C(=O)Nc1ccc2ccccc2c1)[C@@H]1C[C@@]1(C)[C@@H](N)c1ccccc1` is listed as 99 | -2.3 | 3 | 3 | -6 | -0.7 | -1 | x | -1 | -1
`CCCN1CNC(=S)N(c2ccccc2OCC)C1` is listed as 125 | 1.0 | 1 | 1 | 2 | -0.4 | 3 | -3 | 0 | 21
`Cc1nn(-c2cc(N3CCCCC3)ccc2N)c(=O)c2ccccc12` is listed as 96 | 0.1 | 2 | 0 | -8 | -1.6 | 0 | 10 | -4 | 18
`CCCc1nnc2n1N=C(c1ccc(C)cc1)CS2` is listed as 98 | 0.7 | -3 | -3 | -1 | -3.5 | 1 | -1 | -9 | -18

3 consecutive compounds out of the list so far, quoted:
SMILES	DSG3 Ab inh	LANA DNA inh	DAGLB inh	V-ATPase pH	RTF Ca sens inh	CAL PDZ FP-1	Keap1 Nrf2 FP	NSD2 HMT inh	CAL PDZ FP-2	Arr AP2 block
CCc1cc(=O)oc2c3c(cc(OCC(=O)NCc4ccccn4)c12)OC(C)(C)CC3	99	1.0	-2	3	-4	-3.0	0	x	-11	2
Cc1nn(-c2cc(N3CCCCC3)ccc2N)c(=O)c2ccccc12	96	0.1	2	0	-8	-1.6	0	10	-4	18
CCc1c(C)nc2[nH]nc(-c3ccccc3)n2c1=O	122	1.2	1	-2	-8	x	-2	6	8	-4

Next structures
SMILES	DSG3 Ab inh	LANA DNA inh	DAGLB inh	V-ATPase pH	RTF Ca sens inh	CAL PDZ FP-1	Keap1 Nrf2 FP	NSD2 HMT inh	CAL PDZ FP-2	Arr AP2 block
CC(C)(C)SCCNC(=O)CN1C(=O)c2ccccc2S1(=O)=O	108	1.9	0	0	0	0.5	-4	x	2	-7
CCOc1ccc(C(=O)NC(=S)Nc2ccc(N3CCC(C)CC3)cc2)cc1[N+](=O)[O-]	102	-0.6	-3	-2	-3	0.0	-3	0	0	4
CCN(CC)S(=O)(=O)c1ccc(NC(=S)Nc2ccccc2)cc1	92	-1.0	-3	-3	-12	-4.4	-12	2	-1	17
CCN(CC)C(=O)CSc1ncnc2c1nnn2-c1ccc(F)cc1	108	-0.3	1	-3	4	-0.8	-6	0	-1	6
CCc1ccc(OCC(=O)N(C)C)c(Br)c1	128	0.0	2	3	1	-2.5	0	3	-5	33
CS(=O)(=O)c1ccc(Cl)c(NC(=O)c2cccc(Br)c2)c1	x	1.9	0	2	7	-0.2	1	0	-1	50
Cc1cc(C)n(S(=O)(=O)c2cc(Cl)ccc2Cl)n1	x	0.0	-3	1	1	0.2	0	-11	2	20
CC(C)C(=O)Nc1nnc(-c2ccccc2)o1	101	1.0	1	-1	-10	-0.1	-3	x	x	-3
CC/C(=N/Nc1ccc(Cl)cc1)c1cnnc(SC)n1	102	0.4	-9	1	2	-0.4	-3	-2	0	-2
CCOC(=O)CCc1c(C)c2ccc(OC3CCCCC3=O)c(C)c2oc1=O (configuration not stated)	93	0.6	-3	-1	-10	0.0	-3	-4	-3	-3
O=C(Nc1ccc(Cl)cc1)C1CCN(C(=O)NC2CCCCC2)CC1	108	-1.0	1	0	0	x	-3	-7	1	9
Cc1noc(/C=C/N(C)C)c1S(=O)(=O)N1CCCC(C(=O)NC(C)c2ccccc2)C1 (configuration not stated)	93	-0.4	4	-2	1	0.5	-4	4	-2	-7
O=C(CSc1nc(O)c(Cc2ccccc2)c(=O)[nH]1)c1ccccc1	90	1.9	-3	0	-1	0.6	3	x	-2	-17
CC(C)c1ccc(N2C(=O)CC(NNC(=O)c3ccccc3Cl)C2=O)cc1 (configuration not stated)	97	-0.7	1	1	-2	-0.4	2	0	x	-8
C/C(Cn1cnc([N+](=O)[O-])n1)=N\NC(=O)c1ccc(Br)cc1	101	-1.6	-10	-4	4	-1.1	-1	-2	0	4
CC(C)(C)C(=O)Nc1ccc(NC(=O)c2ccco2)nc1	109	-0.2	2	2	3	-0.1	-2	x	-4	24
O=C1CC(c2ccccc2)C(c2ccccc2)=NN1 (configuration not stated)	x	1.6	2	-2	-1	0.0	-9	-1	-1	-17
COc1ccc(-c2n[nH]c(C)c2-c2cnn(-c3ccccc3)c2)c(O)c1C	98	0.1	-3	-3	0	-1.4	-2	-1	-2	2
COc1ccc(-c2csc(-c3ccc(C(=O)O)cc3)n2)cc1	95	0.1	-1	-8	0	-4.5	1	-12	-4	5
O=C(CNc1cccc(F)c1)N1CCc2ccccc2C1	91	1.7	-4	1	-3	0.0	-7	-4	-8	6
Cc1ccccc1NS(=O)(=O)c1c(C(=O)N2CCCCCC2)c(C)n(C)c1C	x	0.0	1	0	-10	-5.1	-1	5	-9	0
Cc1ccc(C(C)C)cc1OCCCCN1CCCC1	95	-3.3	-1	0	-5	-0.3	-4	34	-2	7
Oc1ccc2ccccc2c1/C=N/Nc1ccccc1	94	1.6	1	-3	-4	-0.3	1	24	-4	18
